VIM-2 inh = inhibitors of Pseudomonas aeruginosa VIM-2 metallo-beta-lactamase | purified VIM-2, nitrocefin hydrolysis, epi-absorbance fluorescence | inhibition, % at 5.6 µM | actives 0.89% (n = 290,000) | AID 1527;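 active = inhibition above the mean of all tested compounds plus 3 SD, cutoff set per screening run, cut at about 7.5% in these data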;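 note: red hydrolysis product quenches plate fluorescence so inhibitors raise well fluorescence; 0% = enzyme with DMSO and 100% = DMSO without enzyme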
NS3 helicase inh = HCV NS3 helicase inhibition; NS3 helicase DNA unwinding, Cy5 molecular beacon fluorescence; inhibition, % at 10.9 µM; actives 0.56% (n = 290,000);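 active = inhibition above the mean of all tested compounds plus 3 SD, set per campaign, cut at about 35% in these data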;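 note: 0% = DMSO wells and 100% = thioflavine S control wells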
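System: NS3 helicase fragment of HCV / Schedule: 1 h at 25 °C / Control set: DMSO alone as 0% and 110 µM thioflavine S as 100% / Reagent: Cy5/quencher beacon DNA duplex and ATP to start / Technique: Cy5 fluorescence / Replication: singlicate / Evaluation: % inhibition of end-to-start signal ratio versus controls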
DNA FID counter = fluorescent intercalator displacement, NS3 helicase counter-screen. DNA fluorescent intercalator displacement, fluorescence. inhibition, % at 7.9 µM. actives 0.17% (n = 290,000). AID 1845; in the data active = inhibition above about 37%;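 note: 0% = vehicle and 100% = reference compound; higher means more ethidium bromide displaced from hairpin DNA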
IDE cell inh = cellular human IDE inhibition; inhibition, % at 5.59 µM; actives 0.41% (n = 320,000); HEK cells, FAbetaB cleavage, fluorescence polarization;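 active = percent inhibition above the average of all tested compounds plus 3 SD, set per screening campaign, cut at about 16% in these data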;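 note: IDE supplied by intact live HEK cells; FP after avidin binding of uncleaved biotin substrate so inhibition keeps polarization high; 0% = DMSO wells and 100% = 60 µM reference IDE inhibitor Ii1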
Target sequence (P14735 whole entry, looked up): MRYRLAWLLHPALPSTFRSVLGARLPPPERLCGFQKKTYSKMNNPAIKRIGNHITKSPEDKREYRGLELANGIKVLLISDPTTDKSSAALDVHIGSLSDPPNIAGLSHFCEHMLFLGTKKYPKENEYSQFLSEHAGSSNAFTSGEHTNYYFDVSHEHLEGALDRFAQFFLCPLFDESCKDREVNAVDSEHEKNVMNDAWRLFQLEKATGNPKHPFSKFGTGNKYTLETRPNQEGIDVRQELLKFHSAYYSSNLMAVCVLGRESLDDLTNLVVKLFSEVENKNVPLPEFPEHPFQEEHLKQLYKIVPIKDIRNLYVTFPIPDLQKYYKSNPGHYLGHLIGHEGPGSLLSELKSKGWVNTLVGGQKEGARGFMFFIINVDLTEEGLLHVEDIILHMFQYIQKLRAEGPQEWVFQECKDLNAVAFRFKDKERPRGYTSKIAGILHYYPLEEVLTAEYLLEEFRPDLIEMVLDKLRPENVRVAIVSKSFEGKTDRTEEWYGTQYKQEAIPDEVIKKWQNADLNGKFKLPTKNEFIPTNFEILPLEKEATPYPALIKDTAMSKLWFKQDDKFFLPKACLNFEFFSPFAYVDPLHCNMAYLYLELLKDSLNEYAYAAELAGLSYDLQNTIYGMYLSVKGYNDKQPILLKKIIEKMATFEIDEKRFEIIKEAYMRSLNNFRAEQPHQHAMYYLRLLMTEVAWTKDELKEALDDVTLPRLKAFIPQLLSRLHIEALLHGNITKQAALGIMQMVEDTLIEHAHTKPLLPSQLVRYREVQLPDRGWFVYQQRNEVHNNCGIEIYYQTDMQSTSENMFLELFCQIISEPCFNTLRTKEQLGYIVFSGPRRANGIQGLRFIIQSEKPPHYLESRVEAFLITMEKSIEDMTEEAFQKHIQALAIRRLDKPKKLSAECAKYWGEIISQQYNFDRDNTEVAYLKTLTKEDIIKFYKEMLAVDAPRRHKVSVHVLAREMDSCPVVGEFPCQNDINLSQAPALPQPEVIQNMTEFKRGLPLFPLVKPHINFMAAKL
UBC9 SUMO inh = blocks human SUMOylation mediated by UBC9. HTRF SUMOylation assay, SAE1/SAE2 + UBC9, in vitro. inhibition, % at 35 µM. actives 0.36% (n = 290,000). AID 2006; in the data active = inhibition above about 50%, passing the limit was not always enough; note: strong numbers were not always called active
PfM18AAP inh = blocks P. falciparum M18 aspartyl aminopeptidase; recombinant PfM18AAP, H-Glu-NHMec fluorogenic cleavage; inhibition, % at 7.35 µM; actives 1.2% (n = 290,000); AID 1822;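 active = inhibition above the campaign mean inhibition over all tested compounds plus 3 SD, cut at about 28% in these data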;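 note: 0% = plate median of test compound wells and 100% = 2 mM ZnCl2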
IMP-1 inhibitor = inhibitors of Pseudomonas aeruginosa IMP-1 metallo-beta-lactamase; purified IMP-1, nitrocefin hydrolysis, epi-absorbance fluorescence; inhibition, % at 5.6 µM; actives 0.45% (n = 290,000); AID 1556;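 active = inhibition above the mean plus 3 SD of all compounds in the same screening run, cut at about 4.5% in these data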;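 note: 0% = IMP-1 with DMSO and 100% = DMSO wells lacking enzyme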
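System: Purified recombinant IMP-1 metallo-beta-lactamase enzyme | Measured by: Fluorescence quenching readout, ex 480/em 530 nm | Replication: Singlicate | Incubation: 15 min preincubation plus 25 min reaction at 25 °C | Evaluation: Percent inhibition from optical density relative to buffer-blank wells | Benchmarks: DMSO with and without IMP-1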
pCIP destab = p/CIP protein destabilization. Q05BA5. F442A p/CIP-EGFP cells, EGFP fluorescence, 16 h. decrease of EGFP signal, % at 10 µM. actives 0.01% (n = 290,000);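 active = EGFP signal decrease of at least 30% at 10 µM or well 3 SD below plate mean, unless failing retest; inactive = the rest, including hits failing retest or dose response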; note: some compounds called inactive have numbers as strong as hits; many of its hits are not listed in these tables
IDE cell activ = boosts human insulin-degrading enzyme activity in HEK cells; P14735; FAbeta-B cleavage, fluorescence polarization; 0% vehicle, 100% cell-free pure enzyme wells; activation, % at 5.96 µM; actives 0.073% (n = 340,000); AID 493087;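 active = activation above the mean of all tested compounds plus 3 SD, set per screening campaign, cut at about 17% in these data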
Active calls of the source: *; / = not tested or not shown.

structure | VIM-2 inh | NS3 helicase inh | DNA FID counter | IDE cell inh | UBC9 SUMO inh | PfM18AAP inh | IMP-1 inhibitor | pCIP destab | IDE cell activ
COc1ccc(-c2cn(-c3ccc(C)cc3)c(=O)n2CC(=O)Nc2ccc(OC)cc2OC)cc1 | -1.2 | -10 | -16 | 5 | -21 | -6 | 2.8 | 12 | -3
CC1=Nn2c(nnc2-c2cccs2)SC1 | -1.2 | 1 | 3 | 2 | -8 | 1 | -7.3 | 0 | -6
CC1CCC/C(=N\NC(=O)Nc2ccccc2)C1 (stereo not given) | 1.8 | 4 | -2 | -4 | 12 | -9 | 0.3 | -3 | -3
CCOc1ccc(Oc2ccc(C(F)(F)F)cc2N)cc1 | 0.7 | -1 | -5 | -2 | -24 | -12 | -3.4 | 3 | 6
COc1cc2[nH]c(=S)nc(NCc3cccs3)c2cc1OC | -2.1 | 4 | -3 | 3 | -15 | -1 | -1.6 | 10 | -4
O=C(COC(=O)c1ccc(S(=O)(=O)N2CCCC2)cc1)Nc1cccnc1Cl | -2.2 | -9 | -9 | 4 | 11 | -2 | -1.1 | -9 | -5
CC(=O)Nc1ccc(OC(=O)c2cc3cc(Br)ccc3oc2=O)cc1 | -2.3 | -16 | 3 | 2 | -2 | -1 | -0.5 | -9 | 1
COc1ccc(C)cc1S(=O)(=O)Nc1cccc(-c2ccc(N3CCCCCC3)nn2)c1 | -0.6 | -15 | -28 | 1 | -6 | -3 | -1.2 | -10 | 4
COc1ccc(NC(=O)C(NC(=O)Cc2cccs2)c2ccccc2)cc1 (stereo not given) | -0.3 | 2 | 2 | 6 | 3 | 2 | -4.9 | -8 | 0
CCOc1ccc(C(C(=O)NC2CCCC2)N(CCCO)C(=O)c2ccc(-c3ccccc3)[nH]2)cc1 (stereo not given) | -2.2 | -11 | -38 | 14 | -9 | -3 | -1.1 | 0 | 0
CC1CCC2(CC1)NC(=O)N(CC(=O)NC(=O)Nc1ccc3c(c1)OCCO3)C2=O (stereo not given) | -0.6 | 3 | -16 | 4 | -7 | 8 | 3.2 | -7 | 2
Cc1ccc2nc(NC(=O)COC(=O)c3ccncc3)sc2c1 | -5.6 | -4 | -3 | 3 | 6 | -3 | -4.4 | 1 | 0
O=C(COC(=O)c1cc2ccccc2o1)c1ccccc1 | -0.1 | 8 | -5 | -8 | -2 | -5 | -1.5 | -12 | 6
Cc1cccc(N2CCN(C(=O)C3CCCN(S(=O)(=O)c4c(C)noc4C)C3)CC2)c1C (stereo not given) | -2.8 | -18 | -36 | 4 | / | 2 | -1.7 | / | -2
CCOC(=O)c1c(NC(=O)CSc2nnc(Cc3csc(N)n3)n2C)sc(C)c1C | 5.1 | -3 | -36 | -4 | 14 | 4 | -2.3 | -7 | 7
COc1ccc(-c2c(C)oc3c(CN4CCOCC4)c(O)ccc3c2=O)cc1OC | -1.1 | -7 | -16 | -2 | 26 | -9 | -2.2 | -12 | 1
COc1ccc(OC)c(S(=O)(=O)Nc2cc3c(cc2N2CCCC2)n(C)c(=O)c(=O)n3C)c1 | -0.7 | -1 | -1 | 1 | 10 | 10 | -3.9 | -8 | 1
CC1=C(C(=O)OCCCCCl)C(c2cc3c(cc2Br)OCO3)NC(=O)N1 (stereo not given) | -1.8 | 4 | -12 | -2 | 1 | 2 | -3.0 | -13 | 2
O=C(CSCc1c(F)cccc1F)Nc1ccccc1 | -2.8 | -14 | -2 | 3 | 4 | -3 | -1.8 | -2 | 7
Cc1ccc(S(=O)(=O)N2CCN(C(=O)CCC(=O)N3CCc4ccccc43)CC2)cc1 | / | / | / | 1 | 6 | / | / | -4 | -3
COC(=O)[C@@H](NC(=O)N1CCC(Cc2ccccc2)CC1)C(C)C | -2.2 | -21 | -22 | 2 | -19 | 1 | -2.0 | -8 | 7
O=C(CCN1C(=O)/C(=C/c2ccccc2)SC1=S)N[C@@H](CO)Cc1ccccc1 | -1.4 | 5 | -47 | -8 | 27 | -8 | 0.1 | -6 | 1
CN(C)/C=C/C1=CC(=O)CC(C)(C)C1 | 1.7 | -3 | -13 | 6 | 6 | -2 | -0.1 | -8 | 6
COc1cc(-c2onc3ccc(Br)cc23)cc(OC)c1OC | 2.9 | 9 | -4 | -4 | 16 | 13 | -0.4 | -30 | -1
CCCn1c(C)cc(=O)c2cc(NC(=O)c3cnccn3)ccc21 | 7.3 | 2 | 6 | 0 | -4 | 2 | -0.6 | 2 | 6
Cc1cc(C(=O)CSc2nnc(-c3ccccc3)n2-c2ccccc2)c(C)n1-c1ncn[nH]1 | -1.4 | -1 | -35 | 0 | 3 | 6 | -3.8 | -8 | 0
O=C(N/N=C/c1ccc(Br)cc1)c1ccccc1-n1cccc1 | -2.9 | -1 | -9 | 2 | 31 | 5 | -2.0 | 4 | 8
CC1Sc2ccc(S(=O)(=O)CCC(=O)NC3CCCCCC3)cc2NC1=O (stereo not given) | -3.5 | -13 | -40 | 1 | 13 | 4 | -1.3 | -8 | 3
CCOC(=O)CSc1nc2sc3c(c2c(=O)n1-c1ccc(OCC)cc1)CCN(C)C3 | -0.8 | -59 | -5 | 1 | 22 | -7 | -0.2 | -5 | -3
CCn1c(SCC#N)nc2ccccc2c1=O | -1.1 | 8 | -8 | 2 | 27 | -3 | -2.2 | 0 | -5
C/C(CC(=O)Nc1ccc(Cl)cc1Cl)=N\NC(=O)c1ccncc1 | -1.4 | 13 | -9 | 4 | 18 | 14 | -0.5 | 0 | -11
CC(=O)c1cccc(NC(=O)COc2ccc(S(=O)(=O)N3CCOCC3)cc2)c1 | -2.9 | -2 | -23 | -4 | 8 | 1 | -1.8 | -4 | 2
CSCCC(NC(=O)CCN1C(=O)c2ccccc2C1=O)C(=O)O (stereo not given) | -4.6 | -1 | 0 | 1 | 1 | 6 | -2.1 | -2 | 3
CSC1=NC2(CC(c3ccccc3)Oc3cc(O)ccc32)CC(C)(C)N1 (stereo not given) | -2.8 | -17 | 23 | 4 | -5 | 8 | -3.9 | -16 | 0
COc1cccc(-c2ccc(C#N)c(OC(=O)c3c(Cl)cccc3Cl)n2)c1 | -1.5 | 5 | 1 | 2 | -12 | -16 | 0.0 | 4 | 4
COc1ccccc1CNC(=O)c1ccc(CS(=O)(=O)c2ccccc2)o1 | -2.5 | 0 | -27 | 0 | 0 | -1 | -0.7 | -4 | -1
O=C(CN(Cc1ccccc1)C(=O)CCC(=O)Nc1ccccn1)NCc1ccco1 | 3.0 | 7 | -35 | 1 | -2 | 4 | -0.2 | 3 | 1
CSc1ccccc1OCc1cc(C(=O)NCc2cccc(C)n2)no1 | -1.0 | -2 | -30 | 1 | -20 | 2 | -1.9 | 14 | 7
Cc1ccccc1-n1c(-c2ccco2)n[nH]c1=S | 14* | -4 | -4 | 1 | 5 | 30* | -2.1 | -6 | 2
Cc1ccccc1N(C(=O)Cn1nnc(-c2ccc(F)cc2)n1)C(C(=O)NC(C)(C)C)c1ccncc1 (stereo not given) | 1.9 | -2 | -19 | 1 | 1 | -9 | 0.1 | -12 | 5
COc1ccc(NC(=O)c2c3c(nc4ccccc24)CCC3)cc1 | -4.6 | 1 | 2 | -5 | 26 | 6 | -2.0 | 1 | 8
CC(C)C[C@H](NC(=O)C1CCN(S(=O)(=O)c2ccccc2)CC1)C(=O)NCc1cccnc1 | -2.2 | 0 | -22 | -3 | / | -2 | -2.7 | -8 | 7
O=C(Nc1ccc(NC(=O)c2cccnc2)cc1)c1ccccc1 | -0.8 | 5 | -6 | -1 | 9 | 5 | -1.6 | -15 | 6
O=C(Cc1cccc2ccccc12)NNC(=O)Nc1cccc(Cl)c1 | -6.1 | -3 | -1 | 2 | 14 | 1 | -2.3 | 4 | 2
O=C1Nc2cc(Cl)c(Cl)cc2N(O)N1c1cccc(Cl)c1 | -0.9 | 4 | -3 | 4 | -18 | -1 | -2.5 | 6 | -1
O=C(O)c1ccc2c(c1)C(=O)N(c1cc([N+](=O)[O-])ccn1)C2=O | -3.1 | -8 | 4 | -1 | 18 | -1 | -2.0 | 1 | -1
Cn1ccnc1SCCNC(=O)C1CCC(=O)N(Cc2ccc(Cl)cc2)C1 (stereo not given) | -1.9 | 2 | -5 | 0 | 2 | -4 | 1.6 | 7 | 1
Cc1ccc(CN2C(=O)CCC2C(=O)NCc2ccco2)cc1 (stereo not given) | -3.7 | 2 | 1 | 2 | 5 | -2 | -2.8 | -13 | 3
O=C(Cn1ncc(N2CCOCC2)c(Br)c1=O)c1ccc(Cl)cc1 | -5.1 | -4 | 1 | 8 | -3 | 5 | -2.4 | 8 | 2
CC(=O)Nc1ccc(S(=O)(=O)Nc2cccc(-c3cn4cccnc4n3)c2)cc1 | -2.3 | -7 | 1 | 3 | 0 | -7 | -3.0 | -4 | -1

Continuation.
The line under a structure holds: VIM-2 inh	NS3 helicase inh	DNA FID counter	IDE cell inh	UBC9 SUMO inh	PfM18AAP inh	IMP-1 inhibitor	pCIP destab	IDE cell activ
- Cc1cc(S(=O)(=O)Nc2ccc3c(c2)COC3=O)ccc1F
 : -1.5	7	-1	6	12	4	-2.4	-15	2
- Cc1ccc(S(=O)(=O)CC(CN2CCOCC2)N2CCOCC2)cc1 (stereo not given)
 : -4.2	-2	6	-2	20	-7	-5.0	-4	2
- O=C(Nc1ccccc1C(=O)N1CCCCCC1)c1ccc(Cl)cc1
 : -0.8	10	-18	-1	-12	1	-1.0	4	-1
- O=C(NCC(=O)N1CCN(S(=O)(=O)/C=C/c2ccccc2)CC1)c1ccc(Cl)cc1
 : -4.2	-19	-33	-12	-10	5	-3.0	9	-3
- COc1ccccc1-n1c2nc3ccccc3nc2c2c(=O)n(-c3cc(C)cc(C)c3)cnc21
 : -1.3	-15	-8	-1	-2	-4	-3.7	-12	7
- Oc1cccc(Nc2ncnc3ccccc23)c1
 : -1.8	0	-3	9	2	2	-2.4	-5	-3
- Cc1ccc([N+](=O)[O-])cc1NC(=O)Nc1ccc(S(N)(=O)=O)cc1
 : -1.8	0	13	1	22	-11	-1.8	1	1
- Cc1cc(=O)oc(C)c1C(=O)NCCc1ccc(F)cc1
 : -0.4	7	3	1	-17	-1	-2.1	7	8

Screens deposited in PubChem by several laboratories.
